# Source: PubChem (National Center for Advancing Translational Sciences (NCATS))
# CCT modulator: modulators of cytosolic chaperonin (CCT/TRiC) activity; purified chaperonin ATPase assay, HTRF ADP detection, 30 min; activity change, % (test concentration not listed), hits read low; 0.3% of 360,000 active; AID 651819; in the data active = activity change below about -30%; also: % is scaled to controls: 0 for no effect and ±100 for the full control effect
#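 TRiC at 40 or 20 nM final (batch-dependent) in 30 mM Tris pH 7.4, 100 mM KCl, 5 mM MgCl2, 1 mM DTT, with compound at single 76 uM and 10 uM ATP, 30 min at 37 deg C. ADP detected by HTRF Transcreener, 665/615 ratio.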
# Nrf2 block: inhibitors of Nrf2 signaling. Potency, µM (doses to about 46 µM), without a hit: at the highest dose activity change, negative = inhibition, usual class: inhibitors. 2.1% of 360,000 active. AID 504444. A549 ARE-Fluc reporter, luciferase luminescence, 18-24 h; also: potency is read from the fitted curve at half-maximal effect; % is scaled to controls: 0 for no effect and ±100 for the full control effect; nearly all actives have a fitted effect of over 60% in size
#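 Reporter: ARE-Fluc in A549. Exposure: 18-24 h, 37 °C, 5% CO2, 5% FBS OPTI-MEM. Readouts: fluorescent cytotoxicity (CellTiter-Fluor), then luminescent Nrf2 signal after BugLite.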
# TGFb inhibitor: inhibitors of TGF-b signaling. HepG2 CAGA-GFP TGF-b/SMAD3 reporter, GFP fluorescence, 18 h; TGF-beta stimulated, 500 pg/mL final. Potency, µM (doses to about 46.1 µM), without a hit: at the highest dose activity, negative = inhibition, usual class: inhibitors. 1.2% of 410,000 active; also: potency is read from the fitted curve at half-maximal effect; % is scaled to controls: 0 for no effect and ±100 for the full control effect; nearly all actives have a fitted effect of over 65% in size
#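 HEPG2 CAGA-GFP cells (1000/well, DMEM with 1% FBS) were pre-incubated 2 h at 37 degrees C, given compound by pin tool, then stimulated with TGF-beta at 500 pg/mL final for 18 h before per-cell GFP fluorescence imaging.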
# MmCpn inh: blocks the Methanococcus maripaludis chaperonin Mm-Cpn; purified Mm-Cpn ATPase, ADP Transcreener TR-FRET; 0.031% of 330,000 active; Potency, µM (highest dose often 76.9 µM), for inactives: top-dose activity, negative = inhibition, hits mostly inhibitors; also: potency is read from the fitted curve at half-maximal effect; % is scaled to controls: 0 for no effect and ±100 for the full control effect; nearly all actives have a fitted effect of over 80% in size
#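 25 nM Mm-CPN + cpd, 10 min 37°C; + 10 uM ATP, 30 min 37°C; buffer 30 mM Tris pH 7.4, 100 mM KCl, 5 mM MgCl2, 1 mM DTT; Transcreener ADP HTRF detection 30 min RT.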
# EPAC2 ag: activates human EPAC2 exchange factor | Q8WZA2 | EPAC2 activation, biochemical qHTS; response scale: 100% = 6.5 mM cAMP response | Potency, µM (series often up to 154 µM), inactives show top-dose activation, most hits filed as activators | 0.079% of 360,000 active; also: potency is read from the fitted curve at half-maximal effect; nearly all actives have a fitted effect of over 50% in size
# Target sequence (Q8WZA2 whole entry, looked up): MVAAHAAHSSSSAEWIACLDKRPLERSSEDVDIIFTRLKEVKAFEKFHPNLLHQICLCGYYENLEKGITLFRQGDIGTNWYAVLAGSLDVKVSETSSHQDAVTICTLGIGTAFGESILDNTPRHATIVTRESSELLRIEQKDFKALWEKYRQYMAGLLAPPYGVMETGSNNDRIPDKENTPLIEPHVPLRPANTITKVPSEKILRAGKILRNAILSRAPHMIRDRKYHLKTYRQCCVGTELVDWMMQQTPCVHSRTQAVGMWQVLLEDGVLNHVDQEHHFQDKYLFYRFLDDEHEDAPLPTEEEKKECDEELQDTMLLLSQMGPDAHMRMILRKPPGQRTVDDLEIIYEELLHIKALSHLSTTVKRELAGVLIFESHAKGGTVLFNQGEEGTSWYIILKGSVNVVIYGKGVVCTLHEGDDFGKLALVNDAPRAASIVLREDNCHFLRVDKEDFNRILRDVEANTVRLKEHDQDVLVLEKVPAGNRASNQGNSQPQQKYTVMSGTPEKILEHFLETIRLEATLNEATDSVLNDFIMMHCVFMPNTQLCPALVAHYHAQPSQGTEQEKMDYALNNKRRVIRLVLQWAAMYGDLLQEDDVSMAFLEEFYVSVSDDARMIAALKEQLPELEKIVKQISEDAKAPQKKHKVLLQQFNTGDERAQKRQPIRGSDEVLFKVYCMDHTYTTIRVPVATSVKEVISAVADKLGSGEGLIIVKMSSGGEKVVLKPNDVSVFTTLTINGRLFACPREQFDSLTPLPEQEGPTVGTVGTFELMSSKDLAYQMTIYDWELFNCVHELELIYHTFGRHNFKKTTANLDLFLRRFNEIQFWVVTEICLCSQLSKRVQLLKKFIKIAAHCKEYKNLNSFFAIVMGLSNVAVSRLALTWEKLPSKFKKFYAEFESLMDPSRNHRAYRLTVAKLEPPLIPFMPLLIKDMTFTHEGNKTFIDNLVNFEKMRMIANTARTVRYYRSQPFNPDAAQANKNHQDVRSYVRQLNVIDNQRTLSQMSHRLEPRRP
#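 Exchange assay: 100 nM EPAC2 with 250 nM Rap1B-BODIPY-GDP and 50 uM GDP. Fluorescence (ex 480/em 540 nm) read every 5 min for 30 min at room temperature. Data normalized to 6.5 mM cAMP as agonist control.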
# A549 tox: A549 cytotoxicity, counter-screen for Nrf2 inhibitors. A549 ARE-Fluc cells, CellTiter-Fluor viability, 18-24 h. Potency, µM (doses to about 46 µM), inactives show at the highest dose activity change, negative = cytotoxicity, usual class: inhibitors. 0.16% of 390,000 active. AID 504648; also: potency is read from the fitted curve at half-maximal effect; % is scaled to controls: 0 for no effect and ±100 for the full control effect
#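 A549 ARE_Fluc cells in 5% FBS OPTI-MEM were exposed to compounds in concentration-response for 18-24 h at 37 deg C. Viability was read by CellTiter-Fluor fluorescence (Ex 405/Em 525) after 30 min, before the luciferase read.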
# pAkt inh: inhibitors of Akt phosphorylation; 0.32% of 360,000 active; Neuro2A IGF-stimulated pAkt S473 HTRF, 20 min; stronger effect = lower value; activity change, % for hits at 50 µM; in the data active = activity change below about -80%; inconclusive = mostly about -51% to -80%; also: % is scaled to controls: 0 for no effect and ±100 for the full control effect
#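 Neuro2A cells (4,500/well, DMEM with 0.5% FBS) were treated with compound at a single 50 µM final concentration, stimulated with 6 nM IGF for 20 min at 37 °C, and lysed. Phospho-Akt Ser473 was read by HTRF as 665/615 ratio ×10^4.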
# Nrf2 ARE act: Nrf2 pathway activation. AREc32 ARE-luciferase reporter (MCF7-derived line), luminescence, 24 h. Potency, µM (titrated, usually from 46.1 µM), for the others: top-dose activation, usual class: activators. 0.31% of 410,000 active. AID 624171; also: potency is read from the fitted curve at half-maximal effect; % of control where 0% means no effect; nearly all actives have a fitted effect of over 65% in size
#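 AREc32_Fluc, 1000 cells/well, OPTI-MEM + 5% FBS, o/n 37 deg C 5% CO2; 23 nL cpd by pin tool, 24 hr; Steady-Glo 30 min RT, luminescence.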
# EPAC2 antag: EPAC2 (human) antagonism; Q8WZA2; EPAC2 GEF exchange of Rap1B-BODIPY-GDP, fluorescence; Potency, µM (top dose mostly 114 µM), without a hit: at the top dose activity, negative = inhibition, usual class: inhibitors; 0.18% of 360,000 active; also: potency is read from the fitted curve at half-maximal effect; % is scaled to controls: 0 for no effect and ±100 for the full control effect; nearly all actives have a fitted effect of over 45% in size; many of its hits are not listed in these tables
# * marks the source's active call; other numbers are inactive results; i = inactive; ? = inconclusive; · = not tested or not shown; [ ] = dose if it differs, or a comment. Unless noted, calls follow the shape of the dose curve; as a rule, active = well fitted curve in the direction sought with a large enough effect; inconclusive = small, poorly fitted or top-dose-only effect, or another doubt; inactive = no such curve, though single readings can be large; an effect the other way counts as inactive or inconclusive. This is a subset (hit frequency here may not be typical).
SMILES,CCT modulator,Nrf2 block,TGFb inhibitor,MmCpn inh,EPAC2 ag,A549 tox,pAkt inh,Nrf2 ARE act,EPAC2 antag
CC1CCN(CCC(=O)Nc2ccc(Br)cc2)CC1,-1.1,-8%,-1%,·,8%,4%,i,-0.5%,3%
O=C(c1ccc(Nc2nc3ccccc3n3nnnc23)cc1)N1CCN(c2cccc(C(F)(F)F)c2)CC1,·,?,-12%,·,·,4%,·,0.4%,·
Oc1ccccc1-c1cc(-c2ccc(Cl)cc2)n[nH]1,1.5,?,0%,2%,1%,2%,i,5.7%,-1%
O=C(NCc1ccco1)c1cc(-c2cccnc2)nc2ccc(Cl)cc12,0.0,1%,0%,-1%,-8%,-1%,i,3.0%,-1%
COc1ccc(CCC(=O)Nc2ccccc2C(F)(F)F)cc1,0.3,-5%,-2%,0%,1%,7%,i,-0.5%,-2%
COc1ccc(S(=O)(=O)N2CCN(c3cccc(C)c3C)CC2)c2ccccc12,·,4%,6%,·,·,-3%,·,-0.3%,·
CC1C(=O)C(C)C(c2ccc([N+](=O)[O-])cc2)NC1c1ccc([N+](=O)[O-])cc1 (stereo not given),-4.9,4%,9%,1%,12%,-10%,i,-0.2%,-16%
CC(=O)Cc1nsc(NC(=O)c2ccc(F)cc2)n1,-2.1,5%,-2%,0%,3%,6%,i,1.4%,16%
CCc1ccccc1NC(=O)CCn1cccn1,·,?,5%,·,·,3%,·,-0.1%,·
O=C(Nc1ccc(F)c([N+](=O)[O-])c1)C1CCCO1 (stereo not given),-2.8,-12%,0%,·,6%,-9%,i,7.2%,-3%
Cc1ccc(N(CC(=O)NC2CCCCC2)S(=O)(=O)c2c(C)noc2C)cc1,2.0,11%,12%,0%,-15%,1%,i,-1.2%,-1%
COc1ccc(S(=O)(=O)N2CCCCCC2)cc1C(=O)Nc1ccccn1,0.4,-5%,-13%,-3%,-6%,1%,i,10.0%,0%
O=C(Oc1ccc(F)c(F)c1)c1ccc2c(=O)n3c(nc2c1)CCC3,-2.1,12%,-6%,-3%,-4%,-1%,i,0.7%,-3%
CCOC(=O)C1=C(C)NC(=O)NC1c1ccc(OCC(=O)Nc2ccccc2)c(OC)c1 (stereo not given),-0.4,-9%,6%,-5%,8%,-6%,i,-0.5%,-1%
Cc1cccc(NC(=O)COC(=O)CCc2ccccc2)c1C,-4.2,3%,-7%,0%,7%,-2%,i,-0.5%,-3%

# An excerpt from above in order of the Nrf2 ARE act value, smallest number first.
compound | CCT modulator | TGFb inhibitor | MmCpn inh | pAkt inh | Nrf2 ARE act | EPAC2 antag
Cc1cccc(NC(=O)COC(=O)CCc2ccccc2)c1C | -4.2 | -7% | 0% | i | -0.5% | -3%
CCc1ccccc1NC(=O)CCn1cccn1 | · | 5% | · | · | -0.1% | ·
O=C(Nc1ccc(F)c([N+](=O)[O-])c1)C1CCCO1 (stereo not given) | -2.8 | 0% | · | i | 7.2% | -3%

# (next part)
SMILES,CCT modulator,Nrf2 block,TGFb inhibitor,MmCpn inh,EPAC2 ag,A549 tox,pAkt inh,Nrf2 ARE act,EPAC2 antag
CC(C)(C)OC(=O)NCCCCCNC(=O)c1[nH]cnc1C(=O)Nc1nccs1,-2.5,-20%,-8%,0%,0%,-1%,i,-0.9%,17%
COc1ccc(CCNC(=O)CSc2cn(CCNC(=O)c3cccc(C(F)(F)F)c3)c3ccccc23)cc1OC,·,?,?,·,·,?,·,-0.8%,·
COc1ccccc1C(=O)NC(C)c1ccccc1 (stereo not given),1.0,?,-3%,-2%,11%,2%,i,1.7%,33%[activator][57.1 µM]
CCOC(CCn1c(SCc2ccc([N+](=O)[O-])cc2)nc2ccccc2c1=O)OCC,0.5,?,-27%,1%,13%,-4%,i,0.6%,-2%
CCOC(=O)C1=C[C@@H](C(C)C)N(S(=O)(=O)c2ccc([N+](=O)[O-])cc2)[C@H]1c1ccccc1,1.8,·,?,·,1%,·,i,5.6%,-15%
COc1cccc(N2CCN(CC(=O)Nc3ccc(SC(F)F)cc3)CC2)c1,0.1,-14%,-12%,0%,8%,1%,i,-0.7%,4%
Clc1cccc(N/N=C/c2ccc(N3CCOCC3)s2)c1,-3.8,10%,1%,1%,0%,-2%,i,0.1%,-12%
CCN(CC(=O)Nc1ccc(NC(C)=O)cc1)C(=O)CC1OC(=O)c2ccccc21 (stereo not given),-4.5,4%,14%,0%,-1%,-2%,i,-0.5%,-2%
O=C(O)c1c[nH]ccc1=O,-1.5,0%,-5%,3%,10%,·,i,-0.5%,-1%
Cc1cc(NC(=O)CSc2nnc3c(C)cc4cc(C)c(C)cc4n23)no1,1.1,10%,-2%,-3%,-3%,-6%,i,0.0%,7%
COCCn1c(=S)[nH]c2cc(OC)c(OC)cc2c1=O,-0.4,2%,25%,-1%,10%,11%,i,2.0%,-5%
CC(NC(=O)c1ccc2c(c1)OCCO2)C(=O)O (stereo not given),0.1,6%,-3%,0%,7%,2%,i,-0.7%,2%
CS(=O)(=O)N(CC(=O)Nc1cccc([N+](=O)[O-])c1)c1cccc(F)c1,-4.7,-26%,-29%,0%,21%,5%,i,12%,0%
CCOC(=O)CC(=O)CSc1nccc(-c2cccnc2)n1,-11,-8%,-4%,-4%,10%,1%,i,0.3%,6%
Cc1cccc(C)c1NC(=O)CNC(=O)CCC(=O)c1cccs1,0.5,0%,-5%,-2%,4%,5%,i,0.3%,-9%
COC(=O)c1cc(C(=O)NCc2ccccc2)c(=O)[nH]c1C,1.4,?,1%,-3%,1%,1%,i,-0.9%,6%
O=C(OCC(=O)N1CCCCCC1)c1cc(S(=O)(=O)N2CCOCC2)ccc1F,1.7,·,-5%,·,4%,·,i,0.3%,-2%
Cc1ccc(-c2nc(S(=O)(=O)c3ccc(C)cc3)c(N3CCCCCC3)o2)cc1,·,7%,10%,·,·,9%,·,-0.7%,·
Cc1ccc(NC(=O)CCn2cnc3cc(C)c(C)cc32)cc1,-0.5,-8%,-22%,1%,8%,-6%[1.84 µM],i,-0.5%,5%
O=C(NCc1nc2ccccc2[nH]1)c1ccc([N+](=O)[O-])cc1,1.5,-13%,0%,-3%,6%,-5%,i,0.6%,0%
COc1cccc(C2=CC(=O)CC(C)(C)C2=O)c1,-3.1,·,3%,·,4%,·,i,-0.4%,-7%
O=S(=O)(c1ccc(Cl)c(NC(=S)N/N=C/c2ccc(O)cc2)c1)N1CCOCC1,0.6,16µM*,?,1%,2%,-23%,i,-2.7%,3%
Cc1cccnc1NC(=O)CSc1ncnc2sc(C)c(C)c12,-1.4,-28%,-3%,-5%,-3%,5%,i,5.0%,11%
O=C(c1ccc2c(c1)N(Cc1ccccc1)CCS2)N1CCOCC1,-0.5,-2%,-4%,-10%,12%,2%,i,-0.2%,-9%
COc1cc(NC(C)C(=O)N2CC(C)OC(C)C2)cc(OC)c1 (stereo not given),4.1,·,0%,-1%,12%,-4%,i,0.5%,12%
CCC(=O)/C=C1\Sc2ccccc2N1CC,-1.1,3%,3%,1%,5%,1%,i,0.3%,13%
Cc1cc(OC(=O)C(c2ccccc2)c2ccccc2)c([N+](=O)[O-])c(=O)[nH]1,-0.6,4%,0%,-1%,2%,-10%,i,0.5%,13%
CC12CCC(C(=O)N(NC(=O)c3cc(Cl)ccc3O)C1=O)C2(C)C (stereo not given),-1.1,?,?,0%,5%,-1%,i,4.5%,25%
Cn1c(CCN2CCCCC2)nc2cc(NS(=O)(=O)c3ccc(F)cc3)ccc21,-0.2,-27%,-9%,2%,7%,-1%,i,?,-2%
CC(C)=CC(=O)Nc1ccccc1Br,-1.1,2%,1%,1%,14%,8%,i,0.7%,-3%
O=C(Nc1nc(-c2ccc(Cl)cc2)cs1)NC1CCCCC1,-4.0,?,11µM*,1%,-8%,-12%,i,0.3%[9.22 µM],-4%
S=C(NCCc1ccccc1)NCc1cccs1,-2.2,3%,0%,3%,15%,4%,i,0.2%,2%
COc1ccc2c(c1)c1c(n2C(C)=O)C(OC(C)=O)=NCC1,1.8,?,-3%,2%,-6%,-1%,i,3.6%,11%
COc1ccccc1NS(=O)(=O)c1cc(NC(=O)COc2ccccc2F)ccc1N1CCOCC1,0.1,4%,-9%,-5%,22%,2%,i,2.1%,11%
O=C1CC(C(=O)O)C(c2ccccc2)c2ccccc21 (stereo not given),1.2,-16%,10%,·,5%,-1%,i,0.9%,-6%
C=C(C)Cn1c(SCC(=O)N/N=C/c2cccc(O)c2)nc2ccccc2c1=O,-0.4,2%,-34%,1%,22%,-5%,i,5.2%,-13%
Cc1nnc(SCC(=O)Nc2ncc3c(n2)CCCC3=O)s1,0.3,·,2%,0%,6%,0%,i,0.5%,5%
CC(=O)c1cccc(NC(=O)c2csc3c2CCCCC3)c1,0.6,-19%,-9%,-1%,4%,-2%,i,3.2%,1%
COc1ccccc1/C=C/C(=O)NCC(=O)n1nc(C)cc1C,0.6,-2%,2%,-1%,15%,1%,i,-0.7%,-2%
CCOC(=O)CSc1nc2c(sc3ccccc32)c(=O)n1CCCN1CCOCC1,1.5,17%,-2%,-1%,1%,0%,i,-0.7%,-3%
O=C1c2ccccc2CCC12N=NCC2c1ccc(Cl)cc1 (stereo not given),0.8,?,?,0%,2%,-4%,i,0.3%,-14%
Cc1nc(N2CCN(C(=O)COc3ccccc3)CC2)c2c(C)c(C)sc2n1,0.7,21µM*,?,-2%,9%,-29%,i,-0.6%,3%
CCOC(=O)c1cc(-c2ccccc2)sc1NC(=O)c1ccc(OC)c(OC)c1,-2.7,3%,26%,1%,4%,17%,i,0.0%,-6%
Cc1cc(OC(=O)c2cccs2)ccc1C(C)C,0.0,·,47%[activator],0%,6%,-2%,i,0.3%,-4%
